Screening data (PubChem)
GAA spleen mod: inhibits or activates alpha-glucosidase in human spleen homogenate; P10253; human spleen homogenate, 4-MU-alpha-glucoside fluorescence; Potency, µM (doses to about 79.9 µM), for inactives: top-dose activity change, negative = inhibition, hits mostly inhibitors; 0.006% of 240,000 active;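 further: 0% = enzyme with vehicle and -100% = no enzyme basal signal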
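Enzyme source: human spleen homogenate, 1 ug/well. Buffer 50 mM citric acid/K phosphate pH 5.0, 0.01% Tween-20. 4-MU-alpha-glucoside 1 mM; 37 C x 40 min; NaOH/glycine stop; fluorescence.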
SMN2 splice enh: enhancers of SMN2 splice variant expression | HEK293 SMN2-luciferase splicing reporter, luminescence, 30-36 h | Potency, µM (titrated, usually from 46.1 µM), without a hit: top-dose activity change, positive = activation, actives largely listed as activators | 2.8% of 210,000 active; further: % of control where 0% means no effect; nearly all actives have a fitted effect of over 55% in size
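qHTS luciferase splicing reporter: luminescence rises when SMN2 exon 7 is included in transfected HEK293 cells. Compound exposure lasted 30-36 h at 37C, with 4.5 mM final sodium butyrate as control, followed by a ONE-Glo read.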
ALDH1A1 block: inhibitors of human aldehyde dehydrogenase 1A1 | Purified ALDH1A1, NADH fluorescence, propionaldehyde substrate | AID 1030 | 7.3% of 220,000 active | Potency, µM (series often up to 75.3 µM), without a hit: top-dose activity, negative = inhibition, actives largely listed as inhibitors; active means well fitted inhibition curve with a large enough effect, not every such curve was filed as active; inconclusive means small, poorly fitted or top-dose-only effect, or another doubt; inactive means no such curve, though single readings can be large or run the other way;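 further: plate controls were no enzyme wells and a reference inhibitor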
Target sequence (P00352 whole entry, looked up): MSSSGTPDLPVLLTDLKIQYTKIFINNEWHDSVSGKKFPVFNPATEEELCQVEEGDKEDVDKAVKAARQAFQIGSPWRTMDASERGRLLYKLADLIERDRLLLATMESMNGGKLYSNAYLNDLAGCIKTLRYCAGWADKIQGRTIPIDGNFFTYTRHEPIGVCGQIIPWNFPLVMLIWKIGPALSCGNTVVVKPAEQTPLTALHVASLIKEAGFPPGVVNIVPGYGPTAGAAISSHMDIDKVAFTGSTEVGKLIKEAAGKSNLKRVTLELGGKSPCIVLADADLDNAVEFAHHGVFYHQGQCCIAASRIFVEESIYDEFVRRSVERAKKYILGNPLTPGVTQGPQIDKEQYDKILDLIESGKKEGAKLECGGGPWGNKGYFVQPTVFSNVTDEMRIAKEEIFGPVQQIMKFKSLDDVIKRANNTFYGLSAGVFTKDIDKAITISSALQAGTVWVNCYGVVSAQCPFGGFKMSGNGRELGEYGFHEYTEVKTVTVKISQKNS
GAA inh: blocks human lysosomal alpha-glucosidase. purified human GAA, 4-MU-alpha-glucoside fluorescence. P10253. 0.005% of 200,000 active. Potency, µM (doses to about 76.9 µM), for the others: top-dose activity change, negative = inhibition, hits mostly inhibitors. AID 1466;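 further: plate controls were uninhibited enzyme wells for no effect and no-enzyme background for full effect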
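Human alpha-glucosidase, 4 nM, pre-mixed with test compounds before 400 uM 4-methylumbelliferyl substrate; 20 min room temperature at pH 5.0. Fluorescence read after pH 10 stop; AC50 values from Hill-equation fits.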
JMJD2E inh: JMJD2E (human) inhibition | B2RXH2 | JMJD2E catalytic domain, FDH-coupled NADH fluorescence (FDH is formaldehyde dehydrogenase) | Potency, µM (highest dose often 57.1 µM), for the others: at the top dose activity change, negative = inhibition, most hits filed as inhibitors | 1.6% of 230,000 active; active means well fitted inhibition curve with a large enough effect, not every such curve was filed as active; inconclusive means small, poorly fitted or top-dose-only effect, or another doubt; inactive means no such curve, though single readings can be large or run the other way;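 further: 0% = wells with enzyme and -100% = buffer wells without enzyme; nearly all actives have a fitted effect of over 50% in size; many of its hits are not listed in these tables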
GLA spleen mod: inhibits or activates alpha-galactosidase in human spleen homogenate; Potency, µM (series often up to 80 µM), for inactives: top-dose activity change, negative = inhibition, usual class: inhibitors; P06280; 0.008% of 240,000 active; AID 2107; human spleen homogenate, 4MU-alpha-Gal fluorescence, 40 min;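 further: 0% = enzyme with vehicle and -100% = no enzyme basal signal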
Target sequence (P06280 32-429 limits assumed): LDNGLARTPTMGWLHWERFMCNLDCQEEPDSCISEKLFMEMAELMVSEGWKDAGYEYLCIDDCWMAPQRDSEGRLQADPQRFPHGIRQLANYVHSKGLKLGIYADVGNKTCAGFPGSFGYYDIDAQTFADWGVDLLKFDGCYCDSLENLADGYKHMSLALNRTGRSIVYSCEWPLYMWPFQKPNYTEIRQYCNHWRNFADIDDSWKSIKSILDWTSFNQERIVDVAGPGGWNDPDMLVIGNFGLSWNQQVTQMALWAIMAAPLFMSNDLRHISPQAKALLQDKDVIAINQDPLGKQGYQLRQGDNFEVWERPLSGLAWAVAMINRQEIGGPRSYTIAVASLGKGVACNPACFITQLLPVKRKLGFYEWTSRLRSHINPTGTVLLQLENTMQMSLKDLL
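Inhibition or activation of alpha-galactosidase in human spleen homogenate is scored by 4-MU fluorescence after 40 min at 37C, pH 5.0, with 1 mM substrate. AC50s come from concentration-response fitted to the Hill equation.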
GoLoco inh red: RGS12 GoLoco-Gai1 interaction inhibition | P63096 | Gai1:RGS12 GoLoco peptide FP, rhodamine, 10 min | Potency, µM (series often up to 61.6 µM), for inactives: at the top dose activity, negative = inhibition, most hits filed as inhibitors | 0.44% of 230,000 active; active means well fitted inhibition curve with a large enough effect, not every such curve was filed as active; inactive means no such curve, though single readings can be large or run the other way; further: on the % scale 0 is the no-effect control and ±100 the full control effect; nearly all actives have a fitted effect of over 30% in size; many of its hits are not listed in these tables
GAA glycogen mod: alters human alpha-glucosidase cleavage of glycogen. P10253. recombinant GAA, glycogen substrate, Amplex Red glucose oxidase fluorescence. Potency, µM (highest dose often 76.4 µM), inactives show top-dose activity change, negative = inhibition, hits mostly inhibitors. 0.38% of 300,000 active. AID 2100;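 further: 0% = full enzyme reaction and -100% = no-enzyme basal signal; the screen sought inhibitors and activators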
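qHTS, 1536-well; enzyme 4 nM final; cpd up to 77 uM; substrate bovine liver glycogen 30 ug; 50 mM citrate/phosphate pH 5.0, 0.01% Tween-20; 37 C, 40 min; Amplex Red detection 45 min RT; Hill fit → AC50.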
* marks the source's active call; other numbers are inactive results; u = inconclusive; x = not tested or not shown; & = joins results of further samples; [ ] = remark or other dose. Unless noted, the call rests on the fitted dose curve; in most records, active means well fitted curve in the direction sought with a large enough effect; inconclusive means small, poorly fitted or top-dose-only effect, or another doubt; inactive means no such curve, though single readings can be large; an effect the other way counts as inactive or inconclusive. Potency means the concentration at half of the fitted maximal effect.

A first look:
Structure	SMN2 splice enh	GAA spleen mod	GoLoco inh red	GAA glycogen mod	GAA inh	GLA spleen mod	ALDH1A1 block	JMJD2E inh
CC(=O)NCCNc1nc(-c2cccnc2)nc2ccccc12	x	11.0%	7.9%	x	x	2.5%	1.2%	x
CS(=O)(=O)Nc1cccc(C2=NN(S(C)(=O)=O)C(c3ccccc3)C2)c1 (stereo not given)	-17.9%	-6.6%	11.9%	6.1%	1.8%	-5.2%	u	u
CC(C)C1Nc2ccc(C(=O)O)cc2C2C=CCC21 (stereo not given)	x	9.8%	4.1%	u	u	18.9%	u	3.6%

This part in full, repeating the preview:
Structure	SMN2 splice enh	GAA spleen mod	GoLoco inh red	GAA glycogen mod	GAA inh	GLA spleen mod	ALDH1A1 block	JMJD2E inh
CC(=O)NCCNc1nc(-c2cccnc2)nc2ccccc12	x	11.0%	7.9%	x	x	2.5%	1.2%	x
CS(=O)(=O)Nc1cccc(C2=NN(S(C)(=O)=O)C(c3ccccc3)C2)c1 (stereo not given)	-17.9%	-6.6%	11.9%	6.1%	1.8%	-5.2%	u	u
CC(C)C1Nc2ccc(C(=O)O)cc2C2C=CCC21 (stereo not given)	x	9.8%	4.1%	u	u	18.9%	u	3.6%
O=C(Nc1sc2c(c1C(=O)O)CCC2)c1cccs1	u	-9.8%	-1.1%	-10.1%	-13.9%	-7.3%	u	-10.2%
CCOC(=O)Cc1cc(=O)n2[nH]c(C)c(-c3ccc(OC)cc3)c2n1	5.5%	-9.4%	25.3%	1.3%	-4.6%	-2.4%	5.6%	u
O=c1oc2ccccc2c2c1ncn2-c1ccccc1	x	-12.7%	6.6%	0.0%	-2.1%	-19.7%	1.4%	-1.7%
COc1ccc(NC(=O)CN(c2ccccc2)S(=O)(=O)N(C)C)cc1Cl	-10.2%	-3.8%	-3.9%	-12.1%	-0.5%	9.1%	u	0.8%
COc1ccccc1OCCOc1ccc(C(=O)c2ccccc2)cc1	-24.9%	-2.9%	10.5%	-3.6%	-7.0%	-2.1%	-15.0%	-4.7%
CCOC(=O)CSc1nnc(CNc2cccc(Cl)c2)n1-c1ccccc1	31.8%	-4.7%	0.1%	-2.7%	-7.7%	-7.1%	u	-2.5%
Cc1ccc(NC(=O)Cn2nnc(C(=O)Nc3ccc(C)c(C)c3)c2N)cc1	1.9%	-1.1%	-11.3%	-3.9%	-1.9%	-1.8%	-3.5%	-1.9%
CC12CCC(=O)N1C(C(=O)OCC(=O)Nc1cc(S(=O)(=O)N3CCCCC3)ccc1Cl)CS2 (stereo not given)	-0.4%	-0.2%	-24.5%	-11.7%	3.2%	4.6%	8.4%	2.2%
CCOC(=O)C(C)Sc1nc2c(c(=O)[nH]c(=O)n2C)n1CCc1ccccc1 (stereo not given)	4.8%	-4.4%	6.7%	6.0%	0.6%[15.4 µM]	0.3%	12.6µM*	-1.6%
Cc1ccc(S(=O)(=O)NC(C)C(=O)Nc2ccc(C(N)=O)cc2)cc1 (stereo not given)	-6.2%	-5.2%	0.0%	2.9%	-9.6%	-2.0%	2.7%	6.4%
COc1cc2c(cc1NC(=O)COC(=O)[C@@H](NS(=O)(=O)c1cccc(Cl)c1)C(C)C)oc1ccccc12	25.7%	0.4%	4.7%	6.9%	-26.7%	1.6%	u	u
Cc1ccccc1-n1c(C)cc(/C=C2/C(=N)N3C(c4ccccc4)=CSC3=NC2=O)c1C	-42.0%[inhibitor]	0.4%	29.8%	-2.8%	u	9.2%	-7.5%	u
CC(=O)Nc1nc2ccc(NC(=O)c3ccco3)cc2s1	28.2%	0.9%	14.8%	-2.9%	0.4%	3.5%	u	u
Oc1c(C(c2ccccc2)N2CCCCC2)sc2ncnn12 (stereo not given)	0.4%	-6.9%	-0.5%	5.2%	0.8%	-3.9%	1.5%	-6.4%
COCCNC(=O)/C(C#N)=C/c1ccc(-c2ccc(OC)cc2[N+](=O)[O-])o1	-10.2%	1.0%	8.7%	-5.6%	-9.6%	9.7%	9.9%	2.7%
COc1cc(OC)c(C2=NOC(C(=O)NCc3cccs3)C2)cc1Cl (stereo not given)	-10.4%	-0.4%	-0.1%	6.0%	0.9%	-3.7%	-9.6%	-7.4%
CCCCCOC(=O)Nc1ccc(S(=O)(=O)Nn2cnnc2)cc1	-11.8%	8.0%	-0.8%	2.4%	0.0%	-14.2%	3.9%	0.3%
CSCCC1NC2(C(=O)Nc3c2ccc(Cl)c3C)[C@@H]2C(=O)N(C3CCCC3)C(=O)[C@H]12 (stereo not given in full)	12.6%	-4.9%	13.4%	-13.2%	1.2%	-17.2%	u	-1.0%
Cc1c(O)ccc(C(=O)COc2ccccc2F)c1O	-16.8%	-9.2%	3.2%	-1.9%	-15.0%	3.3%	11.3%	-2.9%
Cc1cccc(NC(=O)c2cc3c(s2)-c2c(C)cccc2OC3)n1	x	8.3%	2.8%	-1.9%	x	10.1%	x	u
COc1ccc(CCNC(=O)c2ccc(N(C)S(=O)(=O)c3ccc(C)cc3)cc2)cc1	-15.2%	0.8%	-4.4%	-11.3%	-15.0%	1.3%	17.4%	-5.0%
CN(C)S(=O)(=O)c1cccc(C(=O)OCC(=O)NC2CCCc3ccccc32)c1 (stereo not given)	-4.6%	-2.7%	-2.1%	4.4%	0.0%	-10.4%	-5.4%	4.5%
Cc1cccc(NC(NC(=O)c2cccnc2)C(Cl)(Cl)Cl)c1 (stereo not given)	-9.6%	-14.0%	4.3%	-5.7%	2.9%	4.4%	-8.6%	4.5%
Cc1ccc(-c2nnn(CC(=O)N(CCN3CCOCC3)C(C(=O)NC3CCCC3)c3ccncc3)n2)o1 (stereo not given)	x	1.3%	15.7%	19.5%	-18.3%	-6.3%	u	2.4%
CCc1ccc2nc3sc(C(=O)O)cc3cc2c1	x	-4.0%	62.3%[activator]	10.6%	11.7%	2.0%	-3.6%	3.4%
COc1ccc(CN(C(=O)CN2C(=O)COc3ccccc32)C2CCCC2)c(OC)c1	-2.6%	-5.9%	-0.1%	-14.1%	-5.8%	-3.9%	5.4%	-1.8%
Cc1c(C)[n+](=O)c(-c2ccc(F)cc2)c(C)n1[O-]	-4.5%	-1.5%	-4.6%	1.6%	-1.6%	-5.4%	9.2%	4.8%
Cc1cc(C)nc(-n2nc(C)c3c(C(=O)O)cc(-c4cccc(Br)c4)nc32)n1	x	-0.6%	-1.3%	0.3%	x	-1.5%	x	u
CC(Sc1c[nH]c2ccccc12)C(=O)O (stereo not given)	7.4%	-6.7%	12.2%	-11.3%	-14.0%	-1.4%	-0.4%	-23.2%
O=C1C2ON(c3ccccc3)C(c3cccnc3)C2C(=O)N1c1ccc(Cl)c(Cl)c1 (stereo not given)	-2.6%	-8.7%	3.6%	9.2%	-3.3%	-4.1%	12.3%	3.2%
COc1ccc2[nH]cc(CCNc3ncncc3-c3ccccc3C(F)(F)F)c2c1	x	-2.8%	2.7%	x	x	-22.0%	-6.7%	x
COc1ccccc1NC(=O)Cn1nnc(-c2ccccc2NC(=O)c2cccs2)n1	-6.6%	-4.0%	3.1%	10.0%	-9.3%	7.2%	-1.0%	u
C/C(=N\Nc1ccc(C#N)cc1[N+](=O)[O-])c1ccc(O)cc1	x	-1.7%	-1.7%	2.4%	x	-0.2%	x	4.4%
OC(COc1ccc2cc(Br)ccc2c1)CN1CCN(c2ccccn2)CC1 (stereo not given)	x	-4.5%	-3.1%	5.2%	-14.2%	-2.5%	1.9%	u
COC(=O)Cc1c(C)nc2nc(-c3ccc(C)cc3)[nH]n2c1=O	8.1%&-6.4%	6.9%	10.2%	-0.5%[76.3 µM]	5.2%	3.5%	u	u
CCCCOc1ccc(C(=O)OC(C)CN(C)C)cc1 (stereo not given)	-14.2%	-7.2%	11.8%	-1.9%	-2.2%	7.4%	-2.3%	-0.7%
CCN(CC)CCCN1C(=O)C(O)=C(C(=O)c2cc3cccc(OC)c3o2)C1c1ccncc1 (stereo not given)	-18.3%	-4.3%	7.5%	-4.4%	-5.6%	-5.7%	u	-7.5%
N#C/C(=C\c1ccccc1)C(=O)NC(=O)Oc1ccccc1	-1.8%	-0.7%	4.6%	5.6%	-0.7%	8.1%	-33.6%	7.4%
COc1ccccc1NC(=O)CCC(=O)c1ccc(-c2ccccc2)cc1	-38.6%[inhibitor]	0.2%	-32.8%	-7.6%	3.2%	1.0%	-7.2%	-10.2%
CNC(=O)Cn1c(C)cc(=O)c2cccc(C)c21	x	6.4%	-1.4%	1.5%	x	11.2%	x	1.1%
Cc1ccc(C(=O)O)cc1S(=O)(=O)N1CCOCC1	-23.9%	-6.7%	8.4%	-1.2%	3.1%	6.1%	-0.7%	-5.2%
CCCOC(=O)Nc1sc2c(c1C(N)=O)CCCC2	x	0.5%	23.2%	15.9%	13.0%	4.4%	1.6%	-14.4%
COC(=O)Cc1c(C)c2ccc(OC(C)C)cc2oc1=O	x	4.3%	4.0%	-0.7%	x	15.0%	x	u
CC(C)C[C@@H](CC(=O)N[C@@H](CCCN)CC(=O)N[C@@H]1CCCC[C@H]1C(=O)N[C@H](CC(=O)N[C@@H](CCC(=O)O)CC(=O)O)CC(C)C)NC(=O)[C@@H]1CNCC[C@H]1N	11.8%	0.5%	-5.7%	x	x	12.0%	u	-8.4%
CCOc1cccc(C(=O)Nc2ccc3oc(Cc4ccc(Cl)cc4)nc3c2)c1	-78.6%[inhibitor]	-8.7%	-1.8%	-9.8%	-2.1%	-3.1%	u	u
COC(=O)CN1C(c2ccc(OC)cc2)=Nc2ccc(Cl)cc2C1c1ccccc1 (stereo not given)	4.9%	0.4%	3.7%	9.7%	-6.5%	7.7%	-4.8%	1.1%
COCCN1C(=O)C(=O)/C(=C(/O)c2ccc(S(=O)(=O)N3CCOCC3)cc2)C1c1ccc(O)cc1 (stereo not given)	x	-8.5%	9.6%	1.9%	x	-3.2%	x	u

A portion of the library; the hit share may differ from the screen's.
